# Compound activity deposited in PubChem BioAssay by several laboratories.
# FadD28 FP inh = blocks FadD28 binding to the bisubstrate probe | fluorescence polarization | inhibition, % at 12.5 µM | hit rate 0.22% among 360,000; in the data active = inhibition above about 8.5%, passing the limit was not always enough
# GDH-TPI inh = GDH-TPI coupled enzyme inhibition counter-screen | inhibition, % at 4.8 µM | hit rate 1.2% among 360,000 | GDH-TPI coupled enzyme counterscreen, NADH absorbance;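 also: 0% = DMSO wells and 100% = wells lacking the enzyme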
# MazEF act = activators of E. coli MazEF toxin-antitoxin RNase. P0AE70. FAM/BHQ RNA-DNA oligo cleavage fluorescence, 5 h. activation, % at 20 µM. hit rate 0.32% among 350,000. AID 504720; in the data active = activation above about 50%
# Target sequence (P0AE70 whole entry, looked up): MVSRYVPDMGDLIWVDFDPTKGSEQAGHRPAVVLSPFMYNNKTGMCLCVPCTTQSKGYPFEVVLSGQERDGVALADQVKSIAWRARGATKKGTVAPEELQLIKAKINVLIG
# CCHFV vOTU inh = blocks the CCHF virus ovarian tumor domain protease; CCHFV vOTU protease, Pep-AMC fluorescence; inhibition, % at 11.5 µM; hit rate 0.55% among 370,000; also: 0% = vehicle wells with enzyme and 100% = no enzyme wells
# Mtb BioA inh = BioA (M. tuberculosis) enzyme inhibition; purified M. tuberculosis BioA enzyme, plate reader; inhibition, % at 9.99 µM; hit rate 0.096% among 360,000; AID 602481; in the data active = inhibition above about 40%
# UGM FP inh = inhibitors of M. tuberculosis UDP-galactopyranose mutase; P9WIQ1; purified UGM, fluorescence polarization probe displacement; inhibition, % at 10 µM; hit rate 0.06% among 320,000; in the data active = inhibition above about 10%, passing the limit was not always enough
# Rv3671c inh = inhibitors of M. tuberculosis serine protease Rv3671c; inhibition, % at 5.96 µM; hit rate 0.048% among 320,000; in the data active = inhibition above about 38%;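 also: extracellular domain of Rv3671c used as enzyme; 0% = enzyme with DMSO and 100% = no enzyme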
# Target sequence (P9WHR9 whole entry, looked up, the tested form may be a part): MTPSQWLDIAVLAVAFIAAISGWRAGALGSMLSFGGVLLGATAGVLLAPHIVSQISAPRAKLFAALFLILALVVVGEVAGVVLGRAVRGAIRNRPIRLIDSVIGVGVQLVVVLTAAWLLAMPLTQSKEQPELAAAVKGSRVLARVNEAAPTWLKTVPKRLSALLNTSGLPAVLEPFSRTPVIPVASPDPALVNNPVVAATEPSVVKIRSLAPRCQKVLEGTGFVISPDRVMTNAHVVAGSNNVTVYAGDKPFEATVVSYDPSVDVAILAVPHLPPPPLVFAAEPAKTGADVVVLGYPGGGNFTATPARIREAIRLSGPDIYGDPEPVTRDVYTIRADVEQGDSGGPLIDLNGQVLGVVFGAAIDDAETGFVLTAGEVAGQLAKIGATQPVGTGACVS
# DUSP3 inh = inhibitors of human VHR1 phosphatase (DUSP3); recombinant VHR phosphatase, pNPP absorbance; hit rate 0.52% among 290,000; inhibition, % at 13.3 µM; in the data active = inhibition above about 50%; also: some compounds called inactive have numbers as strong as hits
# Target sequence (P51452 whole entry, looked up): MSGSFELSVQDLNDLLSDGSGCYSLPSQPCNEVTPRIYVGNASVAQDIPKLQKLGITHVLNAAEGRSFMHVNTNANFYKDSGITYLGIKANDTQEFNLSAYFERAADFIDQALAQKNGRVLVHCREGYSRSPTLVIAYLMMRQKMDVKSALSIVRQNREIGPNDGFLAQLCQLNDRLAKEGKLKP
# FBA Mtb inh = inhibitors of M. tuberculosis fructose-bisphosphate aldolase; inhibition, % at 1 µM; purified M. tuberculosis FBA, fluorescence read-out; hit rate 2.3% among 360,000; AID 588726; in the data active = inhibition above about 27%;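 also: 0% = vehicle and 100% = reference inhibitor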
# BoNT F protease = blocks Botulinum neurotoxin F light chain protease; hit rate 0.22% among 360,000; AID 588497; inhibition, % at 10 µM; Multiplex microsphere protease cleavage assay, flow cytometry; in the data active = inhibition above about 35%, passing the limit was not always enough; also: plate controls were buffer without enzyme for full effect and enzyme alone for no effect
# * marks the source's active call; other numbers are inactive results; . = no result given. Rule as the data show it, unless noted: active = inhibition above about 30%; inactive = the rest.
SMILES,FadD28 FP inh,GDH-TPI inh,MazEF act,CCHFV vOTU inh,Mtb BioA inh,UGM FP inh,Rv3671c inh,DUSP3 inh,FBA Mtb inh,BoNT F protease
Fc1ccc(NC(=S)Nc2ccc3nccnc3c2)cc1,-2.5,13.5,-3.7,8.5,.,2.3,-5.0,24.3,9.3,-5.0
COc1cccc(/C=C/C(=O)NNC(=O)CCN2CCN(Cc3ccccc3)CC2)c1,-2.1,-7.4,-2.3,-5.8,-0.5,2.0,-3.6,27.1,9.7,-4.0
COc1ccc(N2CCN(CCCNC(=O)CC3Oc4ccc(C)cc4NC3=O)CC2)cc1 (configuration not stated),1.0,10.9,-3.0,1.4,0.3,-2.1,10.4,-8.6,1.9,-13.2
CC(C)c1ccc(CNC(=O)C(=O)Nc2nccs2)cc1,-2.4,-1.9,-4.7,-4.9,.,0.2,-7.4,22.3,-4.1,-1.0
NC(=O)c1nnn(-c2ccc([N+](=O)[O-])cc2)c1-c1ccccc1,-0.5,8.8,10.1,16.3,.,1.6,2.5,8.8,-3.5,4.9
CCOC(=O)C1CCCN(C2CCN(Cc3nc(-c4ccccc4)no3)CC2)C1 (configuration not stated),-0.4,0.6,2.1,-4.4,-1.2,-0.2,0.5,13.9,2.0,-6.8
Cc1cc(C(=O)NCC(=O)OCC(=O)NCCc2ccccc2)ccc1[N+](=O)[O-],-1.7,7.1,11.3,10.7,.,0.3,7.7,13.0,4.6,0.4
COCCSc1nnc(NC(=O)CSCc2ccccc2)s1,-0.2,0.3,-7.5,1.5,-0.9,-1.0,-1.0,9.1,1.5,-1.3
CCc1ccccc1NS(=O)(=O)c1cc(C)ccc1OC,-1.7,5.9,8.7,2.4,-1.6,0.1,0.9,7.1,0.2,-1.7
O=C(O)CN=C1NC2(CCCCC2)Cc2ccccc21,-1.4,3.0,2.2,-4.3,.,-1.4,2.5,13.2,1.8,5.7
CN(C)c1nc(=Nc2cccc(Cl)c2)ss1,-4.5,9.5,5.5,3.0,-2.6,0.7,6.7,30.1,5.9,10.3
CCOC(=O)N1CCN(C(=O)CNC(=O)Cn2cnc3ccccc3c2=O)CC1,-0.7,4.2,3.4,-1.3,-3.0,-4.6,-2.4,18.4,-0.2,-7.8
N#CCCN(C(=O)COC(=O)C1CCN(S(=O)(=O)c2cccs2)CC1)c1ccccc1,-1.5,-3.5,-23.0,8.5,.,0.1,-2.0,11.6,-0.9,-4.2
CC(C)(O)C(=O)NNC(=S)Nc1cccc(C(F)(F)F)c1,1.0,-2.6,1.9,-7.3,-0.7,1.7,9.0,23.4,0.5,1.9
Cc1cc(NC(=O)CSc2nnc(-c3ccccc3)n2Cc2ccco2)no1,-1.6,6.1,1.8,-8.2,4.4,0.2,-10.9,39.6,-5.9,-31.9
CCn1ncc(CNC(=O)C2(C)CC2(Br)Br)c1C (configuration not stated),-0.9,-3.3,0.6,3.6,.,0.5,-2.9,4.4,-1.2,-2.0
CCOc1ccc(N2C(=O)Nc3ccc(Br)cc3C2(O)C(=O)NC(C)C)cc1 (configuration not stated),-1.8,-10.0,-0.2,-15.0,0.0,-2.0,2.8,3.0,-0.6,0.1
COc1ccccc1NC(=S)N=Nc1c(O)[nH]c2ccc(Br)cc12,-0.7,8.2,-10.3,13.8,-1.9,0.4,10.7,9.6,0.9,-0.2
Cc1nnc(-c2ccccc2)nc1N(C)C,-3.6,2.6,8.3,-1.5,.,0.0,-1.8,11.8,0.9,0.7
CC1=NN(c2nc(-c3ccccc3)cs2)C(=O)C1N=Nc1ccccc1 (configuration not stated),-4.0,1.6,3.5,-4.4,-2.6,3.7,0.8,-1.8,-3.1,-10.4
COc1cc(C(=O)Nc2nc3ccc(S(=O)(=O)N4CCOCC4)cc3s2)cc(OC)c1OC,-5.7,21.5,2.4,3.7,0.5,-2.0,-9.0,20.7,19.4,-6.6
Cc1ccc(-n2nnc3c(=O)oc4ccccc4c32)cc1,-0.6,-1.4,9.8,-3.2,-1.1,-1.9,-15.5,22.8,-0.9,.
O=C(c1ccco1)N1CCN(C(=O)c2cc(-c3ccccn3)nc3ccc(Cl)cc23)CC1,0.0,2.0,3.5,9.5,.,-1.1,0.7,-5.8,-2.3,-8.1
CC(C)CCn1c(SCC(=O)OCn2nnc3ccccc3c2=O)nc2ccccc2c1=O,-1.6,4.5,-6.5,-13.1,-0.7,0.9,-3.9,2.3,2.8,5.7
COc1cccc(-c2nnc(NC(=O)Cc3cccs3)s2)c1,-1.6,13.5,0.3,10.3,-1.2,-2.0,-1.7,20.7,-5.8,-42.2

# 14 entries out of the list, sorted by molar mass, descending.
SMILES,FadD28 FP inh,GDH-TPI inh,MazEF act,CCHFV vOTU inh,Mtb BioA inh,UGM FP inh,Rv3671c inh,DUSP3 inh,FBA Mtb inh,BoNT F protease
COc1cc(C(=O)Nc2nc3ccc(S(=O)(=O)N4CCOCC4)cc3s2)cc(OC)c1OC,-5.7,21.5,2.4,3.7,0.5,-2.0,-9.0,20.7,19.4,-6.6
CC(C)CCn1c(SCC(=O)OCn2nnc3ccccc3c2=O)nc2ccccc2c1=O,-1.6,4.5,-6.5,-13.1,-0.7,0.9,-3.9,2.3,2.8,5.7
N#CCCN(C(=O)COC(=O)C1CCN(S(=O)(=O)c2cccs2)CC1)c1ccccc1,-1.5,-3.5,-23.0,8.5,.,0.1,-2.0,11.6,-0.9,-4.2
CCOc1ccc(N2C(=O)Nc3ccc(Br)cc3C2(O)C(=O)NC(C)C)cc1 (configuration not stated),-1.8,-10.0,-0.2,-15.0,0.0,-2.0,2.8,3.0,-0.6,0.1
O=C(c1ccco1)N1CCN(C(=O)c2cc(-c3ccccn3)nc3ccc(Cl)cc23)CC1,0.0,2.0,3.5,9.5,.,-1.1,0.7,-5.8,-2.3,-8.1
COc1ccccc1NC(=S)N=Nc1c(O)[nH]c2ccc(Br)cc12,-0.7,8.2,-10.3,13.8,-1.9,0.4,10.7,9.6,0.9,-0.2
CCOC(=O)N1CCN(C(=O)CNC(=O)Cn2cnc3ccccc3c2=O)CC1,-0.7,4.2,3.4,-1.3,-3.0,-4.6,-2.4,18.4,-0.2,-7.8
Cc1cc(NC(=O)CSc2nnc(-c3ccccc3)n2Cc2ccco2)no1,-1.6,6.1,1.8,-8.2,4.4,0.2,-10.9,39.6,-5.9,-31.9
CCn1ncc(CNC(=O)C2(C)CC2(Br)Br)c1C (configuration not stated),-0.9,-3.3,0.6,3.6,.,0.5,-2.9,4.4,-1.2,-2.0
CC1=NN(c2nc(-c3ccccc3)cs2)C(=O)C1N=Nc1ccccc1 (configuration not stated),-4.0,1.6,3.5,-4.4,-2.6,3.7,0.8,-1.8,-3.1,-10.4
COc1cccc(-c2nnc(NC(=O)Cc3cccs3)s2)c1,-1.6,13.5,0.3,10.3,-1.2,-2.0,-1.7,20.7,-5.8,-42.2
Cc1ccc(-n2nnc3c(=O)oc4ccccc4c32)cc1,-0.6,-1.4,9.8,-3.2,-1.1,-1.9,-15.5,22.8,-0.9,.
O=C(O)CN=C1NC2(CCCCC2)Cc2ccccc21,-1.4,3.0,2.2,-4.3,.,-1.4,2.5,13.2,1.8,5.7
Cc1nnc(-c2ccccc2)nc1N(C)C,-3.6,2.6,8.3,-1.5,.,0.0,-1.8,11.8,0.9,0.7
